V1R ag counter: V1a receptor agonism, counter-screen for OXTR agonists; P37288; CHO-V1R cells, Fluo-8 calcium fluorescence, agonist mode; 0% DMSO, 100% 3 nM vasopressin; activation, % at 3 µM; hit rate 0.25% among 320,000; AID 2797;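 active means activation above the mean activation of all tested compounds plus 3 SD, per screening run, cut at about 20% in these data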;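 further: signal is peak over basal fluorescence ratio across a 100 second FLIPR read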
Target sequence (P37288 whole entry, looked up): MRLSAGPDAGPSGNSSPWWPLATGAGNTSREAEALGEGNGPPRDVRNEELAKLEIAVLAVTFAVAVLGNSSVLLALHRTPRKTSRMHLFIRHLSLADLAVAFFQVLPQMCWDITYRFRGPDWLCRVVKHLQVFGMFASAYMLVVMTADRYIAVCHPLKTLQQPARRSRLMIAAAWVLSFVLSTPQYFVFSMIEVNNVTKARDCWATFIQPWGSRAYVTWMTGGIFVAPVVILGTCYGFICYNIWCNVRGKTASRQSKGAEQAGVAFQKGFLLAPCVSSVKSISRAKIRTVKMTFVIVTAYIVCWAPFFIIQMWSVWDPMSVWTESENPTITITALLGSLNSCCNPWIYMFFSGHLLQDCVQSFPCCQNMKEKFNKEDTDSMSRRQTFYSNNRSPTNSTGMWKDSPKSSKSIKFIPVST
CHO-K1 Ca ag: counter-screen for M1 agonists: effect in parental CHO-K1 cells. activation, % at 3 µM. hit rate 0.48% among 360,000. Fluo-8 calcium fluorescence; scaled to maximal ATP response, vehicle zero; in the data active means activation above about 15%;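 further: untransfected CHO-K1 host cells lacking M1 receptor as counterscreen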
CHO-K1 Ca antag: counter-screen for M1 antagonists: effect in parental CHO-K1 cells | ATP-induced calcium, Fluo-8 fluorescence | inhibition, % at 3 µM | hit rate 0.6% among 360,000 | AID 602250;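 active means inhibition above a per-plate cutoff, the plate's mean sample inhibition plus 3 SD, cut at about 24% in these data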;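 further: 0% = DMSO plus EC80 ATP and 100% = DMSO alone without ATP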
M1 PAM parental: nonselective activator or artifact in parental CHO-K1 calcium assay; activation, % at 3 µM; ATP EC20, Fluo-8 calcium fluorescence; 0% at ATP EC20, 100% at ATP max; hit rate 0.02% among 360,000;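 active means activation above the run cutoff, the mean activation of all test compounds plus 3 SD, cut at about 40% in these data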;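 further: peak over basal fluorescence ratio in a 140 s read after ATP addition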
CHO parental Ca: signal in parental CHO cells, OX1R antagonist counter-screen. AID 463079. hit rate 0.63% among 330,000. parental CHO-K1, ATP-induced calcium, Fluo-8 fluorescence. inhibition, % at 5.6 µM;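 active means inhibition above that plate's mean sample inhibition plus 3 SD, cut at about 26% in these data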;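 further: 0% = ATP-challenged DMSO wells and 100% = DMSO wells without ATP; some compounds past the cut are filed as inactive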
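Test system: untransfected parental CHO cell line; also added: ATP stimulus; dosing: 5.6 µM, single dose; signal: calcium-sensitive Fluo-8 fluorescence; measure: percent inhibition of ATP-evoked calcium rise, normalized to controls; benchmarks: low control ATP plus DMSO, high control DMSO only; replication: one well per compound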
TAAR1 antag: human TAAR1 antagonism. inhibition, % at 3 µM. hit rate 1.5% among 360,000. Q96RJ0. CHO RD-HGA16 TAAR1, Fluo-8 calcium fluorescence, antagonist;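 active means inhibition above a per-plate cutoff, the mean inhibition of test compounds on that plate plus 3 SD, cut at about 49% in these data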;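 further: 0% = DMSO plus EC80 beta-PEA response and 100% = DMSO alone without agonist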
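test system = CHO RD-HGA16 cells bearing hTAAR1 | replication = singlicate | controls = DMSO-only wells and EC80 β-PEA-stimulated wells | reagent = EC80 β-phenethylamine stimulus | read-out basis = percent inhibition of PEA-evoked calcium signal, max/basal emission ratio | schedule = seeding 17-24 h prior, 75-min 37 °C, 30-min RT dye loading | signal = kinetic Fluo-8 calcium fluorescence measurement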
M1 ag: activates human CHRM1 receptor | hit rate 0.33% among 360,000 | CHO-K1 hM1, Fluo-8 calcium fluorescence, agonist mode; 0% DMSO, 100% acetylcholine EC100 | activation, % at 3 µM | AID 588814;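 active means activation above the run's mean compound activation plus 3 SD, cut at about 16% in these data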;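 further: peak over basal fluorescence ratio within a 140 s kinetic read after compound addition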
OXTR potentiator: potentiates the human oxytocin receptor response; P30559; CHO-OTR cells, Fluo-8 calcium fluorescence, potentiator mode; 0% = oxytocin EC15, 100% = EC100; activation, % at 3 µM; hit rate 0.061% among 320,000;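 active means activation above that plate's cutoff, the mean activation of tested compounds plus 3 SD, cut at about 6.6% in these data, passing the limit was not always enough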;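 further: 100% uses oxytocin at 75 nM as the full agonist control; some results filed as inactive read as strong as hits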
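Material: human OTR in CHO cells. Compound: 3.0 µM, one dose. Timing: compound 6 min at room temperature before oxytocin, 100 s read. Evaluation: % activation of max/min ratio relative to oxytocin controls. Replication: single well per compound, singlicate. Signal: Fluo-8 calcium dye fluorescence.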
TAAR1 agonist: agonists of human TAAR1 | CHO RD-HGA16 TAAR1, Fluo-8 calcium fluorescence; vehicle wells 0%, saturating PEA agonist 100% | Q96RJ0 | hit rate 0.99% among 360,000 | activation, % at 3 µM;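 active means activation above the mean activation of all test compounds in the run plus 3 SD, cut at about 38% in these data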
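Signal – calcium-sensitive Fluo-8 signal, excitation 470-495, emission 515-575 nm · System – RD-HGA16 (CHO) cells co-expressing Gα16 and hTAAR1 · Incubation – 17-24 h seeding, 75 min 37 °C dye, 30 min RT · Compound dosing – 3 µM single concentration · Repeats – no replicates (n 1)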
* marks the source's active call; other numbers are inactive results; · = no result given.

Key to letters – A = V1R ag counter; B = CHO-K1 Ca ag; C = CHO-K1 Ca antag; D = M1 PAM parental; E = CHO parental Ca; F = TAAR1 antag; G = M1 ag; H = OXTR potentiator; I = TAAR1 agonist
CCCCNC(=O)Cn1c(-c2ccc(OC)cc2)noc1=O
  A: -0.1 | B: 0.0 | C: -12.5 | D: 14.4 | E: -9.5 | F: 3.1 | G: -1.3 | H: -0.2 | I: 1.0
O=S(=O)(Nc1ncnc2sc3c(c12)CCC3)c1cc(F)ccc1F
  A: -0.4 | B: -0.1 | C: 5.6 | D: -16.0 | E: -15.5 | F: 15.6 | G: -1.5 | H: -2.3 | I: -0.3
O=C(Nc1ccc(Br)cc1)Nc1cnccn1
  A: · | B: 5.8 | C: 1.2 | D: 13.7 | E: · | F: 13.1 | G: 1.7 | H: · | I: 10.9
CCn1c2ccccc2c2nnc(SCC(=O)NCc3cccs3)nc21
  A: -0.6 | B: 1.3 | C: -0.7 | D: 10.0 | E: -7.9 | F: 2.3 | G: -2.6 | H: -6.9 | I: 15.2
CCc1nc2oc3ccc(C)cc3c(=O)c2cc1C(=O)OC
  A: · | B: 3.2 | C: -5.1 | D: 2.7 | E: · | F: -6.9 | G: -3.7 | H: · | I: 3.0
CCCCOC(=O)Nc1ccc(N(C)C)cc1
  A: -0.2 | B: -0.2 | C: -15.7 | D: -3.8 | E: -4.3 | F: -1.2 | G: -6.2 | H: -0.8 | I: -0.2
COc1cccc(NS(=O)(=O)c2cn(C)c(=O)n(C)c2=O)c1
  A: -0.1 | B: 0.5 | C: -3.2 | D: -4.2 | E: -5.2 | F: -19.1 | G: 1.7 | H: -3.0 | I: 1.8
Cc1nn(C(C)C(=O)NCCCN2CCCCCC2)c(=O)c2c1sc1ccccc12 (centres undefined)
  A: 0.0 | B: -0.2 | C: -20.2 | D: 27.4 | E: -20.3 | F: -13.7 | G: -5.9 | H: -0.6 | I: -0.4
Cc1cc(C)c(C(=O)Nc2ccc(Br)c(C(F)(F)F)c2)c(C)c1
  A: 0.7 | B: 6.1 | C: 8.3 | D: 10.2 | E: 0.6 | F: -4.4 | G: -11.9 | H: -4.7 | I: 4.5
C[C@H]1CCC/C=C/[C@@H]2C[C@H](O)C[C@H]2[C@H](O)[C@H](S(=O)c2ccc(O)cc2)CC(=O)O1 (some centres undefined)
  A: · | B: 0.5 | C: -5.0 | D: 0.4 | E: · | F: -8.3 | G: -1.4 | H: · | I: 3.2

In another format: 7 of the compounds above.
The line under a structure holds: V1R ag counter, CHO-K1 Ca ag, CHO-K1 Ca antag, M1 PAM parental, CHO parental Ca, TAAR1 antag, M1 ag, OXTR potentiator, TAAR1 agonist
- O=S(=O)(Nc1ncnc2sc3c(c12)CCC3)c1cc(F)ccc1F
  -0.4, -0.1, 5.6, -16.0, -15.5, 15.6, -1.5, -2.3, -0.3
- O=C(Nc1ccc(Br)cc1)Nc1cnccn1
  ·, 5.8, 1.2, 13.7, ·, 13.1, 1.7, ·, 10.9
- CCn1c2ccccc2c2nnc(SCC(=O)NCc3cccs3)nc21
  -0.6, 1.3, -0.7, 10.0, -7.9, 2.3, -2.6, -6.9, 15.2
- CCc1nc2oc3ccc(C)cc3c(=O)c2cc1C(=O)OC
  ·, 3.2, -5.1, 2.7, ·, -6.9, -3.7, ·, 3.0
- CCCCOC(=O)Nc1ccc(N(C)C)cc1
  -0.2, -0.2, -15.7, -3.8, -4.3, -1.2, -6.2, -0.8, -0.2
- COc1cccc(NS(=O)(=O)c2cn(C)c(=O)n(C)c2=O)c1
  -0.1, 0.5, -3.2, -4.2, -5.2, -19.1, 1.7, -3.0, 1.8
- Cc1nn(C(C)C(=O)NCCCN2CCCCCC2)c(=O)c2c1sc1ccccc12 (centres undefined)
  0.0, -0.2, -20.2, 27.4, -20.3, -13.7, -5.9, -0.6, -0.4

Part of the list above, limited to V1R ag counter, M1 PAM parental and TAAR1 antag.
mol	V1R ag counter	M1 PAM parental	TAAR1 antag
CCc1nc2oc3ccc(C)cc3c(=O)c2cc1C(=O)OC	·	2.7	-6.9
CCCCOC(=O)Nc1ccc(N(C)C)cc1	-0.2	-3.8	-1.2

Source: PubChem BioAssay
